# Assay outcomes deposited in PubChem BioAssay by Broad Institute.
# ERp5 block: inhibitors of ERp5-driven insulin aggregation, primary screen, biochemical, turbidity, absorbance 650 nm, single point. 90 min. Protein disulfide-isomerase A6 (Homo sapiens), Q15084. inhibition, % at 9.99 µM. 0.05% of 350,000 active;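 active = mean replicate inhibition above about 25%, with every replicate also reaching it, limit read from the data, passing the limit was not always enough; inconclusive = only one of those two criteria met; inactive = neither criterion met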
# ERAP1 HTS inh: human ERAP1 aminopeptidase inhibitors, primary screen, biochemical, single point, plate reader | 0.15% of 340,000 active | recombinant ERAP1, Leu-AMC fluorescence, 60 min | inhibition, % at 10.7 µM | Endoplasmic reticulum aminopeptidase 1 (Homo sapiens), Q9NZ08 | AID 652197, 2013;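 active = mean replicate inhibition of at least 30%, or all replicates individually reaching that 30% level; inactive = mean below 30% and not every replicate reaching it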;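 note: 0% = neutral control wells and 100% = L-leucinethiol positive control wells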
# Target sequence (Q9NZ08 whole entry, looked up): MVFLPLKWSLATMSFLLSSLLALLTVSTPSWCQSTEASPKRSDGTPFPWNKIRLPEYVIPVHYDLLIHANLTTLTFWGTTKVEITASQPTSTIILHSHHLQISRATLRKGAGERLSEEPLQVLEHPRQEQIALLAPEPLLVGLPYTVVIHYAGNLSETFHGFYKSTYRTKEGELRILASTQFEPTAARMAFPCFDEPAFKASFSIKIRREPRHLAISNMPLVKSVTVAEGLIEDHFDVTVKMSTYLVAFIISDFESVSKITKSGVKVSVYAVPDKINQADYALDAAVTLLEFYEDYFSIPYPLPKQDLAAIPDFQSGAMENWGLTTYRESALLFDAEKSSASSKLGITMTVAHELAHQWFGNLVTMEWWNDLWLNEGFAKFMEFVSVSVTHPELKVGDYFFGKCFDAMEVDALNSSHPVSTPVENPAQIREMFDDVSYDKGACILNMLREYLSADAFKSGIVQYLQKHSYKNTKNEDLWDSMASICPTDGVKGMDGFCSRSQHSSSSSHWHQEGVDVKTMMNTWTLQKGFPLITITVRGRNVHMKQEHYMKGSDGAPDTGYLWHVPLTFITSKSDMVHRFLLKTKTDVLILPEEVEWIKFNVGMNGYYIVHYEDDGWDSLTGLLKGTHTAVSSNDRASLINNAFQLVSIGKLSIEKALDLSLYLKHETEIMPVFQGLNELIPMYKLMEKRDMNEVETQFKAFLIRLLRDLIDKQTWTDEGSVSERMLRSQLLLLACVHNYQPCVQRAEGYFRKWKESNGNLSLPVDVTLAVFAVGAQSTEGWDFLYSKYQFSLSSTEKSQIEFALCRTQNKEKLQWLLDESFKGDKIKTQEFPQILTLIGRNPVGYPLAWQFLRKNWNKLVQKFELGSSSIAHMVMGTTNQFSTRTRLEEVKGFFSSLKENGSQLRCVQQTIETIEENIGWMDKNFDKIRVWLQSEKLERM
# SIRT5 inh: SIRT5 desuccinylase inhibitors, primary screen, biochemical, fluorescence imaging, single point, set 5; AID 652115, 2013; inhibition, % at 15 µM; 1.1% of 330,000 active; Purified SirT5, succinyl-peptide AMC, trypsin-coupled fluorescence; in the data active = inhibition above about 15%; inconclusive = no clear call, values can overlap the other calls
# miR122 inh: miR-122 Renilla sensor signal increase in Huh7, primary screen, miR-122 inhibitor project, cell-based, single point, plate reader; Huh7 miR-122 Renilla luciferase sensor, 48 h; neutral wells = 0, positive control = 100; activation (reporter increase), % at 12.5 µM; 0.3% of 340,000 active; AID 602342, 2012;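 active = mean replicate activation score at least 90 and every replicate individually at or above 90; inconclusive = only one of the two criteria met; inactive = neither criterion met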;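 note: higher luciferase means less miR-122 activity so hits act as miR-122 inhibitors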
# DENV2 CPE: inhibitors of DENV2 cytopathic effect, primary screen, cell-based, plate reader, single concentration; DENV2-infected cells, cytopathic effect rescue; CPE inhibition, % at 9.99 µM; 1.7% of 350,000 active; AID 651640, 2012; in the data active = CPE inhibition above about 20%, passing the limit was not always enough; inconclusive = no clear call, values can overlap the other calls; tested in BHK-21 cells;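 note: 0% = median of neutral control wells and 100% = median of positive control wells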
# CASP6 VEID inh: human caspase-6 inhibitors, primary screen, biochemical, VEID-R110 fluorescence, single point, set 2 | P55212 | purified caspase-6, Z-VEID-R110 cleavage fluorescence | inhibition, % at 12.5 µM | 0.53% of 350,000 active | AID 686996, 2013;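 active = mean inhibition across replicates at least about 35%, with every replicate also reaching that limit, limit read from the data; inconclusive = only one of the two criteria met; inactive = neither criterion met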;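 note: 0% = median of neutral control wells and 100% = no fluorescence left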
# F508del corr: F508del CFTR correction, initial screen, CFBE line, single point. activity (quench increase), % at 7.58 µM. 0.36% of 350,000 active. CFBE cells, YFP halide quenching; stimulated with forskolin plus potentiator P3; % fluorescence drop versus neutral controls;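 active = mean added fluorescence quench of at least 8% versus neutral control, with both replicates also reaching 8%; inconclusive = only one of the mean or replicate conditions met; inactive = mean below 8% and not both replicates reaching 8%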;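 note: cells transiently co-express mutant CFTR-F508del with the halide-sensitive YFP; corrector assay measuring rescue of mutant channel to the surface after 24 h compound exposure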
# * = called active by the depositor; ? = inconclusive; . = no result given; [ ] = dose if it differs, or a comment. Outcome played no part in choosing rows. About 4% of those tested had a hit in this group.
SMILES,ERp5 block,ERAP1 HTS inh,SIRT5 inh,miR122 inh,DENV2 CPE,CASP6 VEID inh,F508del corr
CCC1(C)Cc2c(sc3nc(SC)nc(N)c23)CO1 (configuration not stated),4,-2,3,.,.,-2,.
CC(=O)Nc1ccc(NC(=O)Cn2c(=O)n(-c3ccc(F)cc3)c(=O)c3oc4ccccc4c32)cc1,5,-5,-3,.,-4,-1,-0.2
COc1ccc(-c2nnc(NC(=O)C3=COCCO3)o2)cc1,-7,2,3,-6,-4,-1,.
S=C1NCN(C2CCCCC2)CN1c1ccccc1,-1,.,4,.,-6,-9,1.6
CCOC(=O)C1CCCN(C(=O)c2ccc(OC)c(OC)c2)CC1 (configuration not stated),-1,-1,.,-1,7,-2,-5.7
CC(=O)Nc1cccc(-c2ccnc3c2CC(C(=O)Nc2cccnc2)O3)c1 (configuration not stated),-4,0,.,0,18,-2,0.4
CCCCOc1ccc(CSC2=NCCN2)cc1[N+](=O)[O-],4,1,.,6,8,-1,5.0
COc1ccc(S(=O)(=O)Nc2ccc3c(c2)C(=O)N([C@H](C)CO)C[C@@H](C)[C@H](CN(C)Cc2ccc4c(c2)OCO4)O3)cc1,-5,0,-2,-1[16.7 µM],-8,2,2.1
Cc1ccc(S(=O)(=O)N(C)C[C@@H]2OCCCC[C@@H](C)Oc3ccc(NC(=O)NC(C)C)cc3C(=O)N([C@@H](C)CO)C[C@H]2C)cc1,-3,1,-1,-2[16.7 µM],-6,0,-1.5
CCN(CC)C(=S)Nc1ccc(Cl)c(Cl)c1,-5,-2,-2,?,0,0,.
C[C@H]1CCCCO[C@@H](CN(C)S(=O)(=O)c2ccccc2)[C@@H](C)CN([C@@H](C)CO)C(=O)c2cc(NC(=O)Cc3ccccc3)ccc2O1,1,-2,10,1[16.7 µM],-3,-5,-3.5
CCOC(=O)c1ccccc1NC(=O)CSc1nc2[nH]ncc2c(=O)[nH]1,-1,0,-1,.,11,-6,1.3
CN1c2ccc(C#Cc3cccnc3)cc2[C@H]2[C@H](CCN2C(=O)Nc2cc(F)ccc2F)[C@@H]1CO,-1,-1,1,-4[16.7 µM],2,-1,-0.5
CN(C)C(=O)[C@H]1C[C@H]1[C@@H](O)[C@H](CO)NC(=O)[C@H](Cc1ccccc1)NC(=O)OC(C)(C)C,10,8,4,4,.,2,-0.4
CCOc1ccc(CN2CCNC(=O)C2CC(=O)O)cc1 (configuration not stated),-8,-2,3,-3,8,-1,1.3
O=C(Cc1ccccc1)Nc1ccc(NC(=O)c2ccccc2)nc1,-1,3,1,-7,?,-1,0.2
O=C(Cn1c(=O)c2cccn2c2ccccc21)NCCc1ccccc1,5,2,-5,9,-1,-2,-2.2
Cc1nccn1CCCNC(=O)CC1C(=O)NCCN1Cc1ccc(Cl)c(F)c1 (configuration not stated),5,-2,-3,-3,-4,-70,1.6
CCCN1CNC(=S)N(c2cccc(C)c2)C1,-1,5,1,1,-6,1,-0.8
CC1CCC2(CC1)NC(=O)N(NC(=O)c1cccs1)C2=O (configuration not stated),2,1,-3,0,-1,1,-0.1
O=S1(=O)[C@H]2C[C@@H]3C=C[C@@]2(CN1Cc1cccc(F)c1)O3,-1,2,-4,9,-7,-4,-2.4
CNCC(O)Cn1c2c(c3ccccc31)CCCC2 (configuration not stated),-10,0,-1,.,2,-4,-1.8
COc1ccc(N(CCC(=O)O)S(=O)(=O)c2ccc(C)c(C)c2)cc1,0,-3,-4,-6,6,-2,0.4
CC(C)NC(=O)N(C)C[C@H]1OCCCC[C@H](C)Oc2ccc(NS(C)(=O)=O)cc2C(=O)N([C@@H](C)CO)C[C@@H]1C,-2,-4,12,11[16.7 µM],1,0,-5.8
C[C@@H]1CN([C@@H](C)CO)C(=O)c2cccc(NS(=O)(=O)c3ccc(Cl)cc3)c2O[C@H]1CN(C)C(=O)NC1CCCCC1,-1,0,2,3[16.7 µM],-4,0,-2.3

# Compound profiles, from the list above. Order of values: ERp5 block | ERAP1 HTS inh | SIRT5 inh | miR122 inh | DENV2 CPE | CASP6 VEID inh | F508del corr
# O=S1(=O)[C@H]2C[C@@H]3C=C[C@@]2(CN1Cc1cccc(F)c1)O3 is entered as -1 | 2 | -4 | 9 | -7 | -4 | -2.4
# CCOC(=O)c1ccccc1NC(=O)CSc1nc2[nH]ncc2c(=O)[nH]1 is entered as -1 | 0 | -1 | . | 11 | -6 | 1.3

# Remaining list, next part.
SMILES,ERp5 block,ERAP1 HTS inh,SIRT5 inh,miR122 inh,DENV2 CPE,CASP6 VEID inh,F508del corr
CCCn1c(C(O)c2ccc(OCC)cc2)nc2ccccc21 (configuration not stated),4,-1,3,-3,16,0,-0.1
Oc1ccc(-c2csc(-c3cccnc3)n2)cc1O,6,3,-5,-13,0,24,0.7
Cc1ccc(N(CC2CO2)S(=O)(=O)c2ccccc2[N+](=O)[O-])cc1 (configuration not stated),1,-3,-2,-3,9,1,0.6
CCOc1ccccc1C(C(=O)NC1CCCCC1)N(C(=O)c1csnn1)C1CC1 (configuration not stated),5,1,-3,-3,3,-2,-2.4
CCCNC(=O)N(C)C[C@H]1Oc2ncc(-c3ccc(C(=O)N(C)C)cc3)cc2C(=O)N([C@H](C)CO)C[C@@H]1C,3,2,4,.,-6,11,2.4
CC(C)Oc1ccc(C(CC(=O)O)NC(=O)Cc2ccc(Cl)cc2)cc1 (configuration not stated),0,-3,5,.,4,1,-0.7
CC1CN(CCOc2cccc(Oc3ccccc3)c2)CC(C)O1 (configuration not stated),-2,1,-5,-2,-4,2,1.6
Cc1cc(-c2nnc(SCC(=O)Nc3ccc(F)c(F)c3)n2N)n[nH]1,1,4,-3,-2,8,3,-2.2
CCOc1ccc(NC(=O)CSc2nnc(Cn3c(=O)sc4ccccc43)n2C)cc1,3,0,-2,-7,2,-2,1.7
COc1cccc(NC(=O)COc2ccc(C(=O)N3CCN(C)CC3)cc2)c1,-2,-1,-1,0,-3,-3,2.4
O=C([C@H]1[C@H](CO)[C@H]2Cn3c(cccc3=O)[C@@H]1N2C(=O)c1ccccc1)N1CCCCC1,-5,-1,2,2[16.7 µM],3,-3,0.6
COc1ccc(NC(=O)CN(C)C(=O)c2sc3cc(Cl)ccc3c2Cl)cc1,1,1,-5,0,-2,1,-2.4
Oc1cccc(-n2nnnc2SCc2ccccc2F)c1,1,-1,0,-5,3,9,-1.5
COc1ccccc1NC(=S)N1CCC(NC(=O)c2ccco2)CC1,-2,8,-1,3,-5,2,-1.4
CCOc1ccc(S(=O)(=O)NCCC(=O)NC(C)CCc2ccccc2)cc1 (configuration not stated),5,0,0,-2,-2,0,-1.5
CO[C@H]1CN(C)C(=O)c2cc(NC(=O)c3cc(C)on3)ccc2OC[C@@H](C)N(C)C[C@@H]1C,-3,0,0,-3[16.7 µM],-7,1,-1.6
O=C(C(=Cc1ccccc1)c1ccccc1)c1ccccc1,-4,-1,.,.,-5,0,-1.0
CC1CCc2[nH]c3ccc(C(=O)N(C)CC(=O)Nc4ccc(F)cc4)cc3c2C1 (configuration not stated),1,-2,1,5,-4,1,0.6
O=C(CN1CCOCC1)N1CCCCN2[C@H](CO)[C@@H](c3ccc(-c4ccccc4)cc3)[C@@H]2C1,-1,3,-2,-5[16.7 µM],13,2,-0.6
O=S(NCc1ccccc1)C12CC3CC(CC(C3)C1)C2 (configuration not stated),6,-4,-4,-1,.,0,0.6
O=C(CCS(=O)(=O)Cc1ccccc1)Nc1nncs1,-3,-2,19*,-10,11,2,-0.8
CCN(C(=O)COC(=O)/C(C#N)=C/c1cc(C)n(CCOC)c1C)c1c(N)n(Cc2ccccc2)c(=O)[nH]c1=O,5,5,3,.,-5,5,0.0
Cc1ccccc1S(=O)(=O)NCC[C@@H]1CC[C@H](NC(=O)C2CCCCC2)[C@@H](CO)O1,-2,0,-5,.,-1,3,0.7
COc1ccc(C(=O)Cn2c(NCCCO)nc3ccccc32)cc1OC,0,-4,-4,.,-1,-2,3.1
COc1cnc(SC)nc1Nc1ccc(C#N)cc1,-1,1,5,.,-3,1,1.4

# Additional entries
SMILES,ERp5 block,ERAP1 HTS inh,SIRT5 inh,miR122 inh,DENV2 CPE,CASP6 VEID inh,F508del corr
CCOc1ccc(S(=O)(=O)Nc2ccc3c(c2)n(C)c(=O)n3C)cc1,5,-1,1,6,2,-1,2.4
C[C@H]1CN([C@@H](C)CO)C(=O)c2cccc(NC(=O)c3ccncc3)c2O[C@H]1CN(C)Cc1ccc2c(c1)OCO2,-3,0,-4,13[16.7 µM],9,1,3.2
COc1ccc(C(C)(NC(C)=O)c2nc(-c3cccnc3)cs2)cc1 (configuration not stated),2,11,0,2,11,1,0.8
CCn1c(COc2ccc(C)cc2)nc2ccccc21,19,0,0,.,-4,0,-1.5
C[C@@H]1CN([C@H](C)CO)S(=O)(=O)c2ccc(-c3ccncc3)cc2O[C@@H]1CN(C)C(=O)c1ccc2c(c1)OCO2,0,1,2,9[16.7 µM],-6,0,0.8
CO[C@@H]1CN(C)C(=O)c2ccc(NS(=O)(=O)c3ccccc3)cc2OC[C@H](C)N(Cc2ccccn2)C[C@@H]1C,13,0,.,.,-3,0,1.7
CC1CCN(c2ccc([N+](=O)[O-])cc2C(N)=O)CC1,-1,3,-3,-9,-8,3,3.0
C[C@H](NC(=O)C[C@@H]1C=C[C@@H](NC(=O)Nc2ccc3c(c2)OCO3)[C@@H](CO)O1)c1ccccc1,3,-1,1,.,15,1,0.6
COc1cc(C(=O)O/N=C2/C=C(C)C(=O)C=C2C)cc(OC)c1OC,3,5,-10,.,3,-3,.
COc1ccc([C@@H]2[C@@H]3C(=O)N(C(C)(C)C)C(=O)[C@@H]3[C@]3(C)C(=O)N(c4cccc(C)c4)C(=O)N23)cc1,-1,-6,.,-4,-3,2,0.3
CCn1nc(C(=O)NCc2nnc3ccccn23)c2ccccc2c1=O,-5,2,0,.,3,2,-6.7
COc1cccc(NC(=O)N(C)C[C@@H]2Oc3cc(-c4ccccc4F)ccc3S(=O)(=O)N([C@@H](C)CO)C[C@@H]2C)c1,1,8,4,2[16.7 µM],.,-4,2.2
C[C@H](CO)N1C[C@H](C)[C@H](CN(C)Cc2ccc3c(c2)OCO3)Oc2c(NC(=O)C3CC3)cccc2C1=O,-2,0,-2,13[16.7 µM],-5,2,-1.0
COc1ccc(C(=O)COC(=O)c2cncc(Br)c2)cc1,-2,1,-2,4,8,0,-1.9
Cc1ccc(Nc2nc(N3CCOCC3)nc(N3CCOCC3)n2)cc1Cl,5,1,1,6,4,3,-2.3
Cc1ccccc1-c1cnc2c(c1)C(=O)N([C@@H](C)CO)C[C@H](C)[C@H](CN(C)C(=O)c1ccncc1)O2,3,0,-2,-4[16.7 µM],3,1,-1.3
COc1ccc(S(=O)(=O)Nc2cc3c4c(c2)CCC(=O)N4CCC3)cc1C,-2,-1,-2,?,14,2,-3.1
COc1ccccc1C(=O)Nc1ccc2c(c1)C(=O)NC2=O,5,7,-2,3,0,1,-2.9
O=C1CCCC2=C1[C@@]1(O[C@H]3C=CC=CN23)C(=O)N(c2ccccc2)c2ccccc21,0,0,.,.,9,0,4.2
O=C(NCC1CC1)[C@H]1[C@H](CO)[C@H]2Cn3c(ccc(C4=CCCC4)c3=O)[C@H]2N1C(=O)C1CC1,2,1,-4,2[16.7 µM],5,-5,-2.1
Nc1ccc(SCC(=O)Nc2cccc([N+](=O)[O-])c2)cc1,3,4,-4,.,6,-1,-1.4
Cc1nnc2ccc(N3CCN(c4ccccn4)CC3)nn12,1,5,2,-4,3,0,-0.9
O=C(c1cnccn1)N1CC(=O)N2[C@@H](CO)[C@@H](c3ccc(C#CC4CCCCC4)cc3)[C@@H]2C1,-1,1,2,.,0,6,0.1
